Bioassay records (PubChem)
SENP6 inh: inhibitors of human SENP6 protease | Recombinant SENP6 catalytic domain, aminoluciferin luminescence | inhibition, % at 10 µM | 330,000 compounds, 1.8% hits;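 active = inhibition above about 50% at the single tested dose, limit read from the data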;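 note: plate controls were DMSO wells with enzyme for no effect and DMSO wells lacking enzyme for full effect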
SENP8 block-1: blocks human SENP8 cleavage of Nedd8 substrate; inhibition, % at 20 µM; 360,000 compounds, 0.64% hits; Q96LD8; recombinant SENP8, Nedd8 substrate fluorescence; AID 602440; in the data active = inhibition mostly above about 40%, no sharp cut-off; inactive = mostly below about 27%
Target sequence (Q96LD8 whole entry, looked up): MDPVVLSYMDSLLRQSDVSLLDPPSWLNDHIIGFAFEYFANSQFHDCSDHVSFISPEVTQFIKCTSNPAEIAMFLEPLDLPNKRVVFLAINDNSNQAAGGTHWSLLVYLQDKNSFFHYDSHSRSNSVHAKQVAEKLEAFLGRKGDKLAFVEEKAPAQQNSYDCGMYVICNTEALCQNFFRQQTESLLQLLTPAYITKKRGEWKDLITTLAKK
SENP1 inh: inhibitors of human SENP1 SUMO protease catalytic domain; AID 624204; Q9P0U3; 360,000 compounds, 0.21% hits; recombinant SENP1 catalytic domain, CyPet-SUMO1-YPet FRET cleavage; inhibition, % at 10 µM;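 active = inhibition at least 30% at 10 µM, raw YFP signal under a set limit, fluorescence ratio 0.5 to 1.5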;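 note: 0% = enzyme with DMSO and 100% = no enzyme wells; some results filed as inactive read as strong as hits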
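Assay system: hSENP1 catalytic domain, recombinant. Amount: SENP1 enzyme, 20 pM final. Schedule: 50 min reaction, RT, dark. Technique: FRET, CFP and YFP emission. Control set: no-enzyme wells low, DMSO-plus-enzyme wells high control.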
Apaf1 inhib: human Apaf-1 inhibition; O14727; reconstituted apoptosome caspase-3 activity, DEVD-Rh110 fluorescence; inhibition, % at 20 µM; 330,000 compounds, 0.71% hits; AID 489030; active = inhibition of at least 40% at 20 µM;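 note: plate controls were DMSO wells for no effect and DEVD-CHO caspase inhibitor wells for full effect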
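Assay system: Apoptosome proteins | Medium: pH 7.5 Hepes buffer with CHAPS, BSA, DTT | Also added: Cytochrome c and DEVD-Rh110 substrate | Times: 30 min plus 50 min, RT | Detection: Rhodamine 110 fluorescence at Ex 480/Em 540 nm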
SENP8 block-2: blocks the human protease SENP8; Q96LD8; purified SENP8, Z-RLRGG-aminoluciferin cleavage, luminescence; inhibition, % at 10 µM; 330,000 compounds, 1.2% hits; AID 2540; in the data active = inhibition above about 50%
NALP3 yeast inh: NALP3 inhibition in yeast | Yeast reconstituted NLRP3/ASC/caspase-1, beta-gal luminescence, 24 h | inhibition, % at 10 µM | 330,000 compounds, 0.39% hits | AID 2825;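 active = inhibition of 50% or more; inactive = inhibition below 50%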;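 note: plate controls were induced DMSO wells for no effect and uninduced yeast grown without galactose for full effect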
SENP7 inh: inhibitors of human SENP7 protease; Q9BQF6; recombinant SENP7, Z-RLRGG-aminoluciferin luminescence, 40 min; inhibition, % at 5 µM; 330,000 compounds, 1.5% hits; AID 434973;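 active = inhibition above about 50% at the single test dose, limit read from the data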;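 note: plate controls were DMSO with enzyme for no effect and no enzyme buffer wells for full effect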
HKDC1 inhibitor: HKDC1 (human) hexokinase inhibition. Q2TB90. recombinant HKDC1, G6PDH/diaphorase resazurin coupled fluorescence. inhibition, % at 20 µM. 340,000 compounds, 0.16% hits;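 active = inhibition above about 35% when tested at 20 µM, limit read from the data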;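 note: plate controls were DMSO wells with enzyme for no effect and DMSO wells lacking enzyme for full effect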
Target sequence (Q2TB90 whole entry, looked up): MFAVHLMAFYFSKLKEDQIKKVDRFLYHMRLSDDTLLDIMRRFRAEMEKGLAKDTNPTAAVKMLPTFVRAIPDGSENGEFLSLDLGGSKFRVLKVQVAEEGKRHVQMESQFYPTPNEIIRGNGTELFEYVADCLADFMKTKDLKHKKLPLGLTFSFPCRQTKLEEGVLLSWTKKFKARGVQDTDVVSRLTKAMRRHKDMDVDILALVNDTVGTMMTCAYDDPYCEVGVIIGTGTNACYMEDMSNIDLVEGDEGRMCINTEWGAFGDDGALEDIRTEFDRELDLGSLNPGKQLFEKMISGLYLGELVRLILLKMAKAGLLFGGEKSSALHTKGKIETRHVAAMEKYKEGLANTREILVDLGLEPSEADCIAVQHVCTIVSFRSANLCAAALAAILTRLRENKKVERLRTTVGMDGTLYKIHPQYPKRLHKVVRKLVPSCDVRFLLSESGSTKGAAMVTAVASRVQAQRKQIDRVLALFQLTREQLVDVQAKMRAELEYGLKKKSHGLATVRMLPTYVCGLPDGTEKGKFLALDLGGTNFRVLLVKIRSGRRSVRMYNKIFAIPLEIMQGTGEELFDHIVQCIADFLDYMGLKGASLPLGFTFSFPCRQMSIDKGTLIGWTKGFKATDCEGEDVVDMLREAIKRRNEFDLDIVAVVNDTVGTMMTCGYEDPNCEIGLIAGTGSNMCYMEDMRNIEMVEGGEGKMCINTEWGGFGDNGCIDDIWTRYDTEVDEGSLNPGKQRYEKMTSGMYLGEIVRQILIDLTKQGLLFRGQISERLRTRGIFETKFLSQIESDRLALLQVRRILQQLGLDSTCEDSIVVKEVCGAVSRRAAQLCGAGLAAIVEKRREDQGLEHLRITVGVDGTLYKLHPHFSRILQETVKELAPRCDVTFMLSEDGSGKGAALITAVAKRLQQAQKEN
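Incubation: 90 min at room temperature in dark / Material: recombinant HKDC1 (HK5) hexokinase enzyme, produced in-house / Quantity: enzyme 5 µg/mL final / Compound: one dose of 20 µM, 1% DMSO / Reagent: glucose and ATP substrates / Buffer or medium: Tris pH 8.0 buffer with MgCl2, Tween-20, BSA, BME / Technique: resorufin fluorescence at 613 nm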
PfGluPho inh: PfG6PD (Plasmodium falciparum) enzyme inhibition; PfGluPho enzyme, NADPH resazurin-diaphorase fluorescence; AID 504690; 350,000 compounds, 0.78% hits; inhibition, % at 20 µM;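 active = inhibition reaching at least a set limit at 20 µM in the primary screen, cut at about 59% in these data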;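 note: 0% = DMSO wells with substrate and 100% = DMSO wells lacking glucose-6-phosphate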
* hit, by the source's call; · = not tested or not shown.

SMILES	SENP6 inh	SENP8 block-1	SENP1 inh	Apaf1 inhib	SENP8 block-2	NALP3 yeast inh	SENP7 inh	HKDC1 inhibitor	PfGluPho inh
COc1ccccc1-c1cc(C(=O)N2CCCc3ccccc32)no1	0	20	-2	5	2	20	3	-1	-16
CCOC(=O)C1CCN(C2=NC(=O)/C(=C/c3ccc(Cl)cc3)S2)CC1	-14	4	0	9	-8	34	-4	2	2
COc1ccc(CCn2c(SCC(=O)Nc3cc(C)on3)nc3ccsc3c2=O)cc1OC	-6	5	0	-21	1	19	-2	-6	9
COc1ccc(CNC(=O)COC(=O)CCOc2ccccc2)cc1	-9	18	4	-9	0	8	-3	-8	15
Cc1onc(-c2ccccc2Cl)c1C(=O)OCC(=O)N1CCCc2ccccc21	2	14	1	22	-3	11	1	1	22
Cc1ccc(NC(=O)CN(C)C(=O)c2cccc(-n3cccc3)c2)cc1	-31	-5	-2	-14	-6	27	-8	18	6
COc1ccc(C(=O)NCCCOc2cccc(NC(C)=O)c2)cc1	7	13	1	14	4	15	-1	-2	1
O=C1Nc2ccc(Cl)cc2/C1=C/C1CC=CCC1 (stereo not drawn)	11	14	-2	27	8	-28	8	18	18
CCOC(=O)Cc1c(C)nc2c(-c3ccc(Cl)cc3)c(C)nn2c1C	2	-63	-2	17	2	10	4	-10	1
CNC(=S)NNC(=O)c1ccccc1F	2	10	1	-14	-5	4	4	-11	-5
N#C/C(=C\c1cn(Cc2ccccc2F)c2ccccc12)C(=O)NCc1ccco1	0	-51	-23	-1	0	11	3	-6	5
CN(C(=O)C1CCOC1)c1nnc(-c2ccccn2)s1 (stereo not drawn)	-5	-33	4	-2	-4	1	1	-3	3

Two entries from above, with values under each structure:
Order of results – SENP6 inh, SENP8 block-1, SENP1 inh, Apaf1 inhib, SENP8 block-2, NALP3 yeast inh, SENP7 inh, HKDC1 inhibitor, PfGluPho inh
COc1ccc(CCn2c(SCC(=O)Nc3cc(C)on3)nc3ccsc3c2=O)cc1OC
  -6, 5, 0, -21, 1, 19, -2, -6, 9
CNC(=S)NNC(=O)c1ccccc1F
  2, 10, 1, -14, -5, 4, 4, -11, -5

Next entries
SMILES	SENP6 inh	SENP8 block-1	SENP1 inh	Apaf1 inhib	SENP8 block-2	NALP3 yeast inh	SENP7 inh	HKDC1 inhibitor	PfGluPho inh
COc1ccc(CCNC(=O)CN2C(=O)c3ccccc3C2=O)cc1	-9	20	2	-7	5	6	0	-6	-8
CCN1CCN(c2ncc(C(=O)Nc3cc(Cl)c(OC)cc3OC)c3ccccc23)CC1	·	-1	3	·	·	·	·	-11	16
COc1ccc(CC(=O)Nc2nc(C(C)(C)C)cs2)cc1	-8	2	0	32	2	16	1	-2	-4
COc1ccc(C(=O)Nc2ccc(N3CCC(C)CC3)cc2)cc1Br	-30	10	3	2	0	14	-6	-3	21
NNC(=O)c1cccc(S(=O)(=O)Nc2cccc(C(F)(F)F)c2)c1	-1	37	2	3	-3	-7	2	-10	-5
C1CCc2c(nc3nnnn3c2N2CCOCC2)C1	-6	16	1	16	6	6	7	-4	8
O=C(COc1ncnc2sccc12)Nc1cccc(S(=O)(=O)N2CCOCC2)c1	1	-11	-15	-10	-3	6	0	-2	12
COc1ccc(O)c(C(=O)c2cc(C#N)c(=O)n(CCN3CCOCC3)c2)c1	3	1	-19	-2	1	21	-11	-7	-22
COc1ccc(-n2nnnc2SC(C)C(=O)NCC(=O)Nc2ccc(F)c(F)c2F)cc1 (stereo not drawn)	-3	17	-5	10	0	16	2	14	21
O=C(CNS(=O)(=O)c1ccccc1)NCC(=O)OCc1ccc(C(=O)c2ccccc2)cc1	-6	4	1	7	-6	-5	-4	-4	0
CCOc1ccc(S(=O)(=O)N(C)CC(=O)NC2CCCC2)cc1	6	-2	0	-18	-1	8	-5	-7	-14
CC(=O)C1=C(NC(=O)c2ccc(F)cc2)CC2C1C2(C)C (stereo not drawn)	-4	16	-1	13	-3	10	9	-4	2

Pulled one by one from the list above:
SMILES	SENP6 inh	SENP8 block-1	SENP1 inh	Apaf1 inhib	SENP8 block-2	NALP3 yeast inh	SENP7 inh	HKDC1 inhibitor	PfGluPho inh
COc1ccc(CCNC(=O)CN2C(=O)c3ccccc3C2=O)cc1	-9	20	2	-7	5	6	0	-6	-8
O=C(COc1ncnc2sccc12)Nc1cccc(S(=O)(=O)N2CCOCC2)c1	1	-11	-15	-10	-3	6	0	-2	12

More structures.
SMILES	SENP6 inh	SENP8 block-1	SENP1 inh	Apaf1 inhib	SENP8 block-2	NALP3 yeast inh	SENP7 inh	HKDC1 inhibitor	PfGluPho inh
CCn1cc(C(=O)N[C@H](C(=O)NC(C)(C)CO)C(C)C)c(=O)c2cc3c(cc21)OCO3	-1	-35	0	-1	9	0	6	-3	13
COC(=O)c1cccc(NC(=O)CSc2nnc(C3CC3)n2C)c1	-7	14	0	6	-2	17	4	0	-1
Cn1nnc(NC(=O)c2ccc([N+](=O)[O-])cc2Cl)n1	-13	17	4	-1	-4	7	-2	-11	-4
COC(=O)C(C)Sc1nc2c(cnn2-c2ccccc2)c(=O)[nH]1 (stereo not drawn)	-8	11	2	12	2	8	4	7	-10
COC(=O)NC(=S)Nc1ccc(Oc2ccc(Cl)cc2Cl)c(Cl)c1	10	12	1	8	-4	20	-1	9	82*
Brc1ccccc1OCCN1CCOCC1	-13	9	3	-12	-5	18	-2	0	-10
C[n+]1ccn(CC(=O)c2ccc(Cl)cc2)c1	6	14	0	-4	7	1	1	-13	-7
CCOC(=O)Cn1nc(C)c(NC(=O)CCc2ccc(OC)cc2)c1C	-3	18	1	-8	-10	-5	-9	-7	2
CCOC(=O)C1(Cc2cccc(OC)c2)CCN(Cc2cccc(OC)c2O)CC1	0	5	0	17	-9	25	-10	-1	31
COc1ccc(S(=O)(=O)N2CCN(CC(=O)Nc3cc(Cl)ccc3Cl)CC2)cc1	-1	21	3	7	-5	4	1	3	6
O=C(COC(=O)c1cccc(S(=O)(=O)N2CCOCC2)c1)NCCc1ccccc1	-22	5	0	8	1	12	-1	5	4
CSc1cccc(N2CC(C(=O)NCCC3=CCCCC3)CC2=O)c1 (stereo not drawn)	-10	5	-2	18	-5	18	-5	5	5
Cc1cccc(C(C)(C)C)c1OCCn1ccnc1	-15	27	1	20	-10	8	-10	-2	6
O=C(COC(=O)c1ccccc1O)NCc1ccc2c(c1)OCO2	-15	-13	1	3	-7	-3	-8	-7	0
Cc1nc2scc(C)n2c(=O)c1S(=O)(=O)NCC1CCN(Cc2ccc(Cl)cc2)CC1	-11	-364	-1	-3	2	7	-3	-5	2
Oc1c(-c2cc(-c3ccco3)[nH]n2)ccc2ccccc12	44	-11	8	12	55*	18	55*	13	36
COc1ccccc1N(C)S(=O)(=O)c1ccc(Cl)c(C(=O)Nc2ccncc2)c1	-19	10	2	15	-5	24	-2	2	-4
C=CCNC(=O)NC(=O)CSc1nc2cc([N+](=O)[O-])ccc2n1-c1cccc(C(F)(F)F)c1	-9	0	3	10	4	5	0	-1	14
COc1ccc(NC(=O)c2oc3cc(C)c(C)cc3c2C)c(OC)c1	-9	-22	1	11	-9	13	-3	-5	4
CCN1CCN(Cc2cc(=O)oc3cc4c(cc23)CCC4)CC1	13	-33	-2	8	2	3	-2	4	2
Nc1c(C(=O)CSc2nccn2-c2cccc(F)c2)c(=O)[nH]c(=O)n1C1CC1	-7	2	-1	3	-2	6	-4	-3	4
CCc1cc(C=NC2CCCCC2)c(O)s1	-11	12	1	8	-8	16	2	-3	25
CC(C)NC(=S)NNc1nc2ccccc2s1	7	11	-8	1	1	6	15	-4	74*
O=[N+]([O-])c1ccccc1O[C@@H]1O[C@H](CO)[C@H](O)[C@H](O)[C@H]1O	-4	12	3	-1	-3	13	-5	-8	-7
COc1ccc(C(=O)N2CCCCCC2)cc1OC1CCN(C(C)=O)CC1	-2	-3	0	11	0	19	-4	-2	-7
COc1ccc(C2=NN(c3ccccc3)C(c3cn(CCC(=O)O)nc3-c3ccccc3)C2)cc1 (stereo not drawn)	-3	-427	-47	21	0	-3	2	-4	-10
O=[N+]([O-])c1ccc(C(=Nc2cccc3ccccc23)N2CCOCC2)cc1	-4	21	3	2	6	-7	6	0	3
Cc1ccc(N(CC(=O)NCCSCc2ccco2)S(=O)(=O)c2ccc(C)cc2)cc1	2	17	-2	28	1	12	1	5	11
CC(NC(=O)CCCc1ccccc1)c1ccncc1 (stereo not drawn)	-2	8	-6	7	-4	18	3	-7	-9
Cc1ccccc1SCC(=O)NC1CCOC1=O (stereo not drawn)	-8	15	0	0	-5	6	-1	-4	-6
CCC(=O)Nc1cccc(NC(=O)CSc2nc3c(c(=O)n(C)c(=O)n3C)n2C)c1	-2	3	1	0	-6	2	-6	0	8
COC(=O)c1sc(S(=O)(=O)N2CCN(c3ccccc3F)CC2)c(C(=O)OC)c1C	-16	10	2	7	-2	23	0	0	10
CCCCNS(=O)(=O)c1ccc(NC(=O)Cc2ccc(OC)cc2)cc1	6	3	0	8	-4	23	4	-3	-1
COc1ccccc1OCc1ccc(C(=O)N2CCN3CCCC3C2)cc1 (stereo not drawn)	-3	22	-4	5	-2	11	9	5	11
O=S(=O)(c1ccc(Br)cc1)N1CCC(c2nc3ccccc3[nH]2)CC1	-3	1	4	6	3	2	-2	0	9
Nc1nc(Br)c2c(F)cccc2c1-c1ccc(F)cc1	-5	-145	-109	3	5	2	2	-4	13
COC(=O)c1ccccc1NC(=O)c1ccc(-c2ccc(Br)cc2)o1	4	-479	2	9	-14	16	-13	-3	-4
CCN(NC(=O)C(O)(c1ccc(F)cc1)c1ccc(F)cc1)C(=O)c1ccccc1	-34	18	1	-10	-3	-2	-7	-5	-8
C#CCOCCOCCOCCNc1nc(N2CCN(C(=O)[C@H]([C@@H](C)CC)n3cc([C@@H](N)Cc4ccc(O)cc4)nn3)CC2)nc(N2CCN(C(=O)[C@H]([C@@H](C)CC)n3cc([C@@H](N)Cc4ccc(O)cc4)nn3)CC2)n1	-11	20	3	30	-9	1	-1	-2	9
CNC(=S)N(Cc1cc2cc(OC)c(OC)cc2[nH]c1=O)C1CCCC1	7	-438	1	-10	-4	12	3	-2	0
CN(C)S(=O)(=O)c1ccc(Cl)c(C(=O)NCc2ccco2)c1	6	10	1	1	-3	5	-14	-14	8
CCOC(=O)c1sc(NC(=O)CCN2CCN(C)CC2)c(C(=O)OCC)c1C	-10	16	1	1	1	5	4	0	-7
Cc1ccc(S(=O)(=O)N2CCOCC2)cc1NC(=O)CNC1CCCC1	-15	10	2	-4	-4	-3	-7	-2	0
COc1ccc(NC(=O)COC(=O)c2ccccc2SCC(=O)N2CCCC2)cc1	-5	-21	0	6	-16	2	-3	-4	2
CCCCN1CC(C(=O)NCc2ccc(C)cc2)CC1=O (stereo not drawn)	-6	11	1	-9	-3	-1	1	-5	0
COc1ccc(/C=C\c2nc(O)c([N+](=O)[O-])c(=O)[nH]2)cc1O	15	23	1	2	5	2	7	3	-1
COc1cccc(CC(NC(C)=O)C(=O)NC2CCN(S(=O)(=O)c3ccc(NC(C)=O)cc3)CC2)c1OC (stereo not drawn)	6	12	0	-9	0	19	2	-3	19
Cc1c(C(=O)/C=C/N(C)C)nnn1-c1ccc(Cl)c(Cl)c1	-35	-17	-38	-7	-6	20	-6	-4	-5
O=C1NC(=O)C(c2ccc(Cl)cc2Cl)N1 (stereo not drawn)	·	13	2	·	·	·	·	-6	-5
